12-LOX inh = Primary qHTS assay for inhibitors of human arachidonate 12S-lipoxygenase (ALOX12): Round 2. Polyunsaturated fatty acid lipoxygenase ALOX12 (Homo sapiens), P18054. purified 12hLO, xylenol orange hydroperoxide absorbance. Potency, µM (top dose mostly 108 µM), inactives show at the highest dose activity change, negative = inhibition, usual class: inhibitors. actives 1.1% (n = 580,000). AID 1671190, 2021; active = well fitted inhibition curve with a large enough effect; inconclusive = small, poorly fitted or top-dose-only effect, or another doubt; inactive = no such curve, though single readings can be large or run the other way
Target sequence (P18054 whole entry, looked up): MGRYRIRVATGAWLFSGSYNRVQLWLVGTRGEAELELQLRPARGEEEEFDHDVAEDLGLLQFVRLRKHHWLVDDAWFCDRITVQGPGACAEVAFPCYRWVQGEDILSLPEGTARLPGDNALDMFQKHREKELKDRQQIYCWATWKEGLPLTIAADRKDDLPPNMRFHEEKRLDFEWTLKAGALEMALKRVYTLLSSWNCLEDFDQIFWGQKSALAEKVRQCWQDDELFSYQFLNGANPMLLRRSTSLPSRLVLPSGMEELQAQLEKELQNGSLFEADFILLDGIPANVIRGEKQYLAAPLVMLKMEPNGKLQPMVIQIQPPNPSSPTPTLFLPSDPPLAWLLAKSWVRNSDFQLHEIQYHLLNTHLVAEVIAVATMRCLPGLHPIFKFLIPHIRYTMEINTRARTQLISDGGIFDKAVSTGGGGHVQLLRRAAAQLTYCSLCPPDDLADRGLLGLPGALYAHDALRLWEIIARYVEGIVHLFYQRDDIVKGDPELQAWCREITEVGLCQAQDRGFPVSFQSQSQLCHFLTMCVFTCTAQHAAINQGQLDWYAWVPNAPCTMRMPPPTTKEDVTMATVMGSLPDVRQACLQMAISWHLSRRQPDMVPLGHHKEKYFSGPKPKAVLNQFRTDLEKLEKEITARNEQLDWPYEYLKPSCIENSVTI
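Purified human 12hLO at 150 nM in 25 mM Hepes, 0.01% Triton X-100, pH 7.0, preincubated 15 min at room temperature with compound. Reaction started with 40 uM arachidonic acid, 30 min at room temperature. Hydroperoxide measured by Fe-xylenol orange, 573/405 nm absorbance ratio.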
Numbers without * were called inactive; ? = inconclusive; [ ] = dose if it differs, or a comment. % is scaled to controls: 0 for no effect and ±100 for the full control effect; potency is read from the fitted curve at half-maximal effect.

SMILES	12-LOX inh
Cc1cnc(NS(=O)(=O)c2ccc(N)cc2)nc1-c1ccccc1O	1.0%
O=C(NC1CCCC1)c1ccc2c(c1)N(S(=O)(=O)c1ccccc1)CC2	15.3%
CCN1C(=O)Cc2ccccc2C1C(=O)NCc1cccc(F)c1 (stereo not given)	3.2%
O=C(CCc1ccccc1)N1CCC(O)(c2csc(CN3CCc4ccccc4C3)n2)CC1	-7.0%
CCc1ccc(/C(C)=N/NC(=O)c2ccc(C(C)(C)C)cc2)cc1	8.4%
Cc1noc(C)c1CC(=O)N1CCC(c2noc(-c3cnccn3)n2)C1 (stereo not given)	37.9%
NC(=O)CN1CCC(NC(=O)c2cccc(Cl)c2)CC1	-5.3%
COc1cc(C(=O)OCC(=O)NC(=O)NCc2ccco2)cc(OC)c1C	?
CN1Cc2ccc(CN(C)C(=O)C3CCN(Cc4ccco4)CC3)cc2C1	-0.1%
COCCNC(=O)C1CCCN(C(=O)c2ccc3sccc3c2)CC1 (stereo not given)	-22.6%
COCCN(Cc1ccc(OC)cc1)c1c(C)nc2ccc(C(=O)NCCc3c[nH]c4ccccc34)cn12	-0.6%
O=C(NC1CCN(C(=O)N2CC3CC(C2)[C@H]2CCCC(=O)N2C3)CC1)c1ccccc1 (stereo not given in full)	25.8%
COc1ccc(C(=O)N[C@@H]2CCC[C@@H]2C(=O)N(C)C)cc1	2.9%
CCc1ccc2nc(C)cc(C(=O)N3CCN(c4ccccc4)C(=O)C3)c2c1	6.2%
CCOc1cc(=O)n2c(c1C(=O)Nc1cc(Cl)ccc1Cl)CCCC2	-1.8%
COc1ccc(CNC(=O)c2cccc3c(-c4cccnc4)coc23)cc1OC	?
Cc1ccc(CN2C(=O)CSCC2(C)C(=O)Nc2c(C)cccc2C)cc1 (stereo not given)	?
O=C(Nc1ccc2c(c1)CN(Cc1ccccc1F)C(=O)CO2)c1ccc(Cl)cc1	?
COc1ccc2[nH]c3c(c2c1)CCNC31CCN(C(=O)CNC(C)=O)CC1	15.0%
O=C(NCc1ccco1)Nc1cccc(-c2ccc(N3CCCC3)nn2)c1	4.5%
Cc1ccc(NC(=O)c2nc3ccccc3nc2N2CCOCC2)cc1F	-10.8%
COc1cccc(Nc2ccnc(-c3nnc(C)n3C3CCCCC3)c2)c1	52.6%[activator][176 µM]
Cc1noc(C)c1S(=O)(=O)N(C)C[C@H]1OCc2cn(nn2)CCCC(=O)N([C@@H](C)CO)C[C@@H]1C	1.2%
COC(=O)[C@@]12C[C@@H](CC(=O)NCCCN3CCCC3=O)C(=O)N(Cc3cccc4ccccc34)C1=CCC(C)(C)C2	-12.3%
C=CCNC(=O)N1CCOC(CN(CC(C)C)C(=O)c2ccc(C)cc2)C1 (stereo not given)	4.0%

Molecules listed so far with an NH in an aromatic ring, in the order listed:
SMILES	12-LOX inh
COCCN(Cc1ccc(OC)cc1)c1c(C)nc2ccc(C(=O)NCCc3c[nH]c4ccccc34)cn12	-0.6%
COc1ccc2[nH]c3c(c2c1)CCNC31CCN(C(=O)CNC(C)=O)CC1	15.0%

Next structures follow:
SMILES	12-LOX inh
COc1ccc2nc3n(c2c1)[C@@H](CNCc1ccc(C#N)cc1)COC3	8.4%[176 µM]
Cc1n[nH]c(C)c1Cc1ccc(C(=O)N2CCC(CCOc3ccc(F)cc3)C2)o1 (stereo not given)	42.3%[activator]
Cc1ccc(CN2CC3(COCC2=O)CN(c2ccccc2)C3)cc1C	-5.1%[176 µM]
CCN(C1CCOCC1)C1CN(C(=O)c2nccn2C)C1	-1.8%
COCc1cccc(C(=O)NCc2ccc(C#N)cc2)c1	?
Cc1ccc(C(=O)N/N=C/c2ccccc2)cc1	-40.6%
CCNC(=O)N1CCOc2ccc(CN3CCOCC3)cc2C1	19.6%
CCS(=O)(=O)N1CCC(Cc2nncn2C)C1 (stereo not given)	-0.3%
CC(C)OCCCNC(=O)Cn1nc2c(cc1=O)CCCCC2	-1.1%
O=C(OCc1nc2ccccc2o1)c1ccccc1	-21.3%
CN(Cc1ccccc1)Cc1cn(C[C@H]2O[C@@H](CC(=O)N3CCCC3)[C@H](O)[C@@H]2O)nn1	?
CC(=O)Nc1ccc2oc(-c3ccc(C)cc3)cc(=O)c2c1	-6.1%
CC1=C[C@@H](CNC(=O)c2cncnc2)[C@H](C(C)C)C[C@H]1CC(=O)N(C)Cc1ccccc1	5.0%[176 µM]
CNC(=O)[C@@H]1CN(C(=O)c2cc3cc(OC)ccc3[nH]2)C[C@H]1COC	21.2%
Cn1cnc2c1c(=O)n(CC(=O)NCC1(c3ccccc3)CC1)c(=O)n2C	17.8%
COc1ccccc1C(=O)N1CCC2(CC1)NC(=O)c1ccccc1O2	27.3%
NCCCOCC(F)(F)F	-2.7%
O=C(O)CCC(=O)Nc1ccc2[nH]cc(C(C(=O)O)N3CCN(c4ccccc4)CC3)c2c1 (stereo not given)	-10.3%
COCCn1c(C(=O)NCc2ccncc2)nc2ccccc2c1=O	18.6%
O=C(Nc1cccc2ccccc12)O[C@@H]1CO[C@H]2[C@@H]1OC[C@@H]2NS(=O)(=O)c1ccc2ccccc2c1	?
Cc1cnccc1C(=O)O	76.1%[activator]
Cc1ccc(S(=O)(=O)Nc2c(NCC3CCCCC3)c3ccccc3oc2=O)cc1	-6.9%
COc1cccc(C2Cn3nnc(-c4nc(-c5ccc(Br)cc5)no4)c3CO2)c1 (stereo not given)	23.2%
O=C([C@H]1CCCO1)N1CCC(c2cc(-c3ccccc3Cl)n[nH]2)CC1	1.5%
COCCNC(=O)C(NC(=O)c1cccc(OC)c1)C1CCN(C(=O)COC)CC1 (stereo not given)	38.1%[activator]

3 successive records out of the list so far, quoted:
SMILES	12-LOX inh
COc1ccc2nc3n(c2c1)[C@@H](CNCc1ccc(C#N)cc1)COC3	8.4%[176 µM]
Cc1n[nH]c(C)c1Cc1ccc(C(=O)N2CCC(CCOc3ccc(F)cc3)C2)o1 (stereo not given)	42.3%[activator]
Cc1ccc(CN2CC3(COCC2=O)CN(c2ccccc2)C3)cc1C	-5.1%[176 µM]

Further structures
SMILES	12-LOX inh
CC1(C)COCCN1C(=O)c1ccc(OCC2CCCO2)cc1 (stereo not given)	-9.6%
Cc1ccccc1C1CCCN1S(=O)(=O)c1cccc2nsnc12 (stereo not given)	-3.0%
COC(=O)c1ccc(C2C(c3ccccc3)=C(O)C(=O)N2Cc2ccc(F)cc2)cc1 (stereo not given)	?
Cc1ccc(CCN2CCC3(Cc4ccccc4CNC3=O)C2)cc1 (stereo not given)	12.6µM*
Nc1ccc(C(=O)c2ccncc2)cc1	61.1%[activator]
O=C(NC1CCCCC1)N[C@H]1CCN2C(=O)c3cc(-c4ccsc4)ccc3NC(=O)[C@H]12	1.5%
COc1ccc(-c2cc(=O)n3[nH]c(C)nc3n2)cc1	-13.7%
CC(C)C(NC(=O)Cc1ccccc1)C(=O)OCc1ccc(C(N)=O)cc1 (stereo not given)	8.1%
O=C(Nc1ccc(Cl)cc1)c1cc(S(=O)(=O)N2CCCCC2)ccc1N1CCOCC1	?
CCc1nc2ccc(C(=O)N3CCN(c4ccccc4)CC3)cn2c1N(C)CCCc1ccccc1	?
O=C(CCc1nc2ccccc2o1)NC1CCCCCC1	-23.2%
O=C(Nc1ccc(CC(=O)N2CCOCC2)cc1)c1cccc(Cl)c1	28.0%
O=C(NC[C@H]1OC[C@@H](NCc2ccccc2F)[C@@H]1O)c1cccs1	0.9%[176 µM]
CCn1ccc(C(=O)N2CCC3(CC2)CC(N2CCN(c4ccccn4)CC2)CCO3)n1 (stereo not given)	32.9%[activator]
CN1CC(=O)N(C2CCNC2)Cc2c1ncnc2N1CCC(c2ccccc2)CC1 (stereo not given)	?
CO[C@@H]1CO[C@H]2[C@@H]1OC[C@@H]2NC(=O)Nc1cccc(C(F)(F)F)c1	28.2%[176 µM]
O=S(=O)(NCC1(c2ccccc2)CC1)c1ccccc1F	7.7%
CCN1C(=O)Cc2cc(C(=O)NCc3ccc(F)cc3)ccc21	-2.1%
COc1ccc(NS(=O)(=O)c2ccc(-c3cnc(C)o3)cc2)c(OC)c1	22.4%
CCOC(=O)C1=C(COC(=O)c2cc([N+](=O)[O-])ccc2Cl)NC(=O)NC1C (stereo not given)	-0.5%
COc1cccc(CN2CCC(n3cc(C(=O)N4CCCCC4)nn3)CC2)c1OC	-0.9%
Cc1nc(CNC(=O)c2ccccc2C)cs1	0.3%
O=C(CSc1nc2ccc(Nc3nc(N4CCOCC4)nc(N4CCOCC4)n3)cc2s1)Nc1ccccc1	-1.6%
Cc1ccc(-c2nnc3ccc(N(C)CCN(C)C)nn23)nc1	15.7%[176 µM]
CC1=C(C(=O)N(C)C)CC(CC(=O)NCCCN(C)C)C(=O)N1Cc1ccc(F)cc1 (stereo not given)	-8.2%

Ordered by the number under 12-LOX inh (lowest first): some entries from above.
SMILES	12-LOX inh
O=C(CCc1nc2ccccc2o1)NC1CCCCCC1	-23.2%
CC1(C)COCCN1C(=O)c1ccc(OCC2CCCO2)cc1 (stereo not given)	-9.6%
Cc1ccccc1C1CCCN1S(=O)(=O)c1cccc2nsnc12 (stereo not given)	-3.0%
Cc1nc(CNC(=O)c2ccccc2C)cs1	0.3%
O=C(NC1CCCCC1)N[C@H]1CCN2C(=O)c3cc(-c4ccsc4)ccc3NC(=O)[C@H]12	1.5%

(list continues)
SMILES	12-LOX inh
CC(C)Sc1ccc2nn(CC(=O)Nc3ccc(F)cc3Cl)c(=O)n2n1	-38.2%
COCCOc1ccc2c(n1)CCN(C(=O)c1cccs1)C2	14.2%
CS(=O)(=O)N1CCCOCCNC(=O)[C@@H]2CCC[C@@H]21	49.2%[activator]
C[C@H](NC(=O)C(=O)Nc1cccc(C(=O)c2nccn2C)c1)c1ccccc1	?
CNC(=O)c1cccc(NC(=O)c2cnc3ccccc3n2)c1	-41.2%
CC(C)c1ccc(Cc2cnc(NC(=O)C3=Cc4ccccc4OC3)s2)cc1	11.5%
CCCCNC(=O)c1nc(C2CCN(S(=O)(=O)c3ccc(OC(F)(F)F)cc3)CC2)oc1-c1ccccc1	6.5%
COc1ccccc1CC(=O)Nc1cc(C)on1	13.9%
Cn1cc(CNC(=O)C[C@@H]2C[C@H]3O[C@H](CNCc4ccccc4OC(F)(F)F)[C@@H](O)[C@H]3O2)cn1	26.8%
O=S(=O)(c1cccs1)N1CC(c2nc(-c3ccncc3)no2)C1	21.4%
O=C(Cc1ccc(N(Cc2ccc(F)cc2)C(=O)c2ccco2)cc1)NCC1CC1	22.2%
O=C1[C@H]2CN(Cc3ccncc3)C[C@H]2C(=O)N1Cc1ccc2c(c1)OCO2	43.1%[activator]
Nc1[nH]c(C(=O)c2ccccc2)c(-c2ccc(Cl)cc2Cl)c1C(=O)c1ccc(Cl)c(Cl)c1	-10.8%
COc1cccc(C2CC(=O)Oc3c2c(=O)[nH]c2ccccc32)c1 (stereo not given)	-0.5%
O=C(CCCCCC(=O)N/N=C/c1cc2c(cc1[N+](=O)[O-])OCO2)N/N=C/c1cc2c(cc1[N+](=O)[O-])OCO2	29.3%
O=C(NCc1ccccc1)[C@@H]1CCCN1C(=O)[C@@H](NS(=O)(=O)c1ccc(F)cc1F)c1ccccc1	-7.5%
CC(=O)c1ccc(N2CCN(C(=O)CCc3ncc(-c4ccc(F)cc4)o3)CC2)c(F)c1	33.7%[activator]
Clc1cccc(-c2nc3ccc(Br)cn3c2Cc2ccccc2)c1	?
O=C(c1ccccc1Cl)N1CCC(CCc2ccc(O)cc2)CC1	14.3%
O=C(NCc1cc(C(F)(F)F)ccc1Cl)c1cccc2c1C(=O)c1ccc(N3CCC(N4CCCCC4)CC3)cc1S2(=O)=O	?
CNC(=O)C(C)N(C)C(=O)c1coc(CN2CCN(c3ccccc3F)CC2)n1 (stereo not given)	32.4%
CC(C)C[C@H]1CNC(=S)N1C[C@H]1CCCN1C[C@H](CC(C)C)N1C[C@H](CC(C)C)N(CCc2ccccc2)C1=S	?
O=C1c2ccccc2C(c2nnnn2-c2ccc3c(c2)OCCO3)N1CCc1c[nH]c2ccccc12 (stereo not given)	?
Cc1ccc(-c2nn(C)c(=O)c3ccccc23)cc1S(=O)(=O)NCCCO	32.8%[activator]
O=C(COC(=O)c1cc(=O)c2ccccc2o1)c1ccc(Cl)c(Cl)c1	0.3%

(continued)
SMILES	12-LOX inh
Cc1noc(-c2cccc(OC3CN(C(=O)C4CCOC4)C3)c2)n1 (stereo not given)	-5.2%
COc1ccc(CNC(=O)COC(=O)c2cc(Cl)c[nH]2)cc1	?
COc1ccc(C2(C(=O)N3CCC4(CC3)N(C)C(=O)CS4=O)CC2)cc1 (stereo not given)	2.7%
C[C@H]1CN([C@@H](C)CO)C(=O)CCCn2cc(nn2)CO[C@@H]1CN(C)C(=O)c1ccc(N2CCN(C)CC2)cc1	?
O=C(O)C1=CCC=CC1C(=O)O (stereo not given)	?
Cc1sc2cc(C(=O)N3CCCCC3)[nH]c2c1CN1CCCCC1	36.4%[activator]
COc1ccc(-c2nc(Cn3ncc4ccccc4c3=O)co2)cc1	?
O=C1NCc2ccccc2CC12CCCN(CC1CC=CCC1)C2 (stereo not given)	3.6%[6.33 µM]
C=CCc1ccc(C(=O)N2CCCC3(CCC(=O)N(C4CC4)C3)C2)cc1 (stereo not given)	-7.1%
O=C1N(CCc2ccccc2)CCOC12CCN([S+](=O)([O-])c1cccnc1)CC2	6.6%[176 µM]
CC(C)Oc1ccc(CNC(=O)Cn2c(=O)nc3n2C(=O)N(c2ccccc2)C3)cc1	37.9%
CSc1nc(=O)c2c(n1C)NC(=O)CC2c1ccc(C)cc1C (stereo not given)	-0.5%
O=C(Nc1ccc(F)c(F)c1)c1cc2cc(Br)ccc2oc1=O	-30.1%
CCc1ccccc1S(=O)(=O)N(C)CC1CCOCC1	14.6%
Cc1ccc(S(=O)(=O)NC[C@H]2O[C@H](Cc3cc(-c4cccc(O)c4)on3)CC[C@@H]2O)cc1	?
C=C(C)C1CC=C(C)/C(=N/O)C1 (stereo not given)	23.1%

Screens (PubChem)

A portion of the library, so the mix of outcomes need not match the whole.
